LDHA inh: qHTS assay for inhibitors of human lactate dehydrogenase. L-lactate dehydrogenase A chain (Homo sapiens), P00338. 0.15% of 480,000 active. activity change, % (values are at about 110 or 230 µM). purified LDHA, NADH/diaphorase-resazurin fluorescence; active compounds read low. AID 1347041, 2019; in the data active = activity change below about -30%; inconclusive = mostly about -25% to -30%;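 note: plate controls were DMSO wells for no effect and wells without enzyme for full effect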
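Human LDH5 (2 nM) was incubated with 0.06 mM NADH and 0.2 mM pyruvate for 5 min at room temperature in Tris pH 7.4. Remaining NADH was coupled through diaphorase/resazurin, and resorufin fluorescence was read at 0 and 20 min.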
ERG-DNA inh: qHTS for Small Molecule Inhibitors of the ERG Ets/DNA interaction | fluorescence polarization, His-ERG Ets domain / labelled DNA | Potency, µM (titrated, usually from 76.9 µM), for the others: at the top dose FP activity, negative = inhibition, actives largely listed as inhibitors | 0.028% of 370,000 active | AID 624246, 2012; active = well fitted inhibition curve with a large enough effect in the polarisation, with a control signal flat; inconclusive = small, poorly fitted or top-dose-only effect, or effect the other way, or a change in a side signal; inactive = no such curve, though single readings can be large or run the other way; the % refers to the polarisation;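 note: polarization taken with two DNA probes labelled with fluorescein and Texas red; potency is the fitted concentration of half-maximal effect; % of control where 0% means no effect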
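His-tagged ERG Ets domain (1 uM in the protein solution; 300mM KCl, 50mM Tris-HCl, 1mM EDTA, 1mM DTT, pH 7.5) received compound, then a probe mix of 5 nM fluorescein-DNA and 100nM Texas-615-DNA. Fluorescence polarization was read for both dyes.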
RGS4 inh: Inhibitors of Regulator of G Protein Signaling (RGS) 4: qHTS. Transcreener GDP fluorescence polarization, RGS4-accelerated GTP hydrolysis. Potency, µM (series often up to 114 µM), without a hit: top-dose activity change, negative = inhibition, hits mostly inhibitors. 0.039% of 390,000 active. AID 504845, 2011; note: potency is the fitted concentration of half-maximal effect; % is set by controls: 0 for no effect and ±100 for the full control effect; nearly all actives have a fitted effect of over 75% in size; some results filed as inactive show a strong effect at the top dose
Target sequence (P49798 whole entry, looked up): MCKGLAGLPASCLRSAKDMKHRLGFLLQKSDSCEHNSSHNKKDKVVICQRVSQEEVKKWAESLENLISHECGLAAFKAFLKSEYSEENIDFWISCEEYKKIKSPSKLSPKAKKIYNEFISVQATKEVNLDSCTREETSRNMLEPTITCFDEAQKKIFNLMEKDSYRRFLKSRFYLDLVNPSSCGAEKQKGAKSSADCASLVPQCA
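MLSMR compounds (23 nl, pin-transferred) preincubated 10 min at room temperature with a 500nM (2x) first reagent, then RGS4 at 900nM (2x) plus Transcreener GDP mix added; fluorescence polarization (620/688 nm) read before and after 90 min at 30 °C.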
GRP78 ERSR act: qHTS for Inducers of the Endoplasmic Reticulum Stress Response (ERSR) in Human Glioma: qHTS; U87-MG GRP78 promoter luciferase reporter, 16 h; AID 602332, 2012; Potency, µM, for the others: at the top dose activation, usual class: activators; 0.02% of 420,000 active; note: potency is the fitted concentration of half-maximal effect; series mostly up to about 76 µM; % of control where 0% means no effect; nearly all actives have a fitted effect of over 35% in size
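Stably transfected U87-MG human glioma cells carrying a GRP78-based luminescent sensor were seeded at 1000 cells/well, pin-dosed with compounds and incubated 16 h. Luciferase reagent was then added, and end-point luminescence was read after 10 min at room temperature.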
ALOX12 inh: Primary qHTS assay for inhibitors of human arachidonate 12S-lipoxygenase (ALOX12): Round 2. Polyunsaturated fatty acid lipoxygenase ALOX12 (Homo sapiens), P18054. 1.1% of 580,000 active. Potency, µM (highest dose often 108 µM), inactives show top-dose activity change, negative = inhibition, hits mostly inhibitors. purified 12hLO, xylenol orange hydroperoxide absorbance; note: potency is the fitted concentration of half-maximal effect; % is set by controls: 0 for no effect and ±100 for the full control effect
Target sequence (P18054 whole entry, looked up): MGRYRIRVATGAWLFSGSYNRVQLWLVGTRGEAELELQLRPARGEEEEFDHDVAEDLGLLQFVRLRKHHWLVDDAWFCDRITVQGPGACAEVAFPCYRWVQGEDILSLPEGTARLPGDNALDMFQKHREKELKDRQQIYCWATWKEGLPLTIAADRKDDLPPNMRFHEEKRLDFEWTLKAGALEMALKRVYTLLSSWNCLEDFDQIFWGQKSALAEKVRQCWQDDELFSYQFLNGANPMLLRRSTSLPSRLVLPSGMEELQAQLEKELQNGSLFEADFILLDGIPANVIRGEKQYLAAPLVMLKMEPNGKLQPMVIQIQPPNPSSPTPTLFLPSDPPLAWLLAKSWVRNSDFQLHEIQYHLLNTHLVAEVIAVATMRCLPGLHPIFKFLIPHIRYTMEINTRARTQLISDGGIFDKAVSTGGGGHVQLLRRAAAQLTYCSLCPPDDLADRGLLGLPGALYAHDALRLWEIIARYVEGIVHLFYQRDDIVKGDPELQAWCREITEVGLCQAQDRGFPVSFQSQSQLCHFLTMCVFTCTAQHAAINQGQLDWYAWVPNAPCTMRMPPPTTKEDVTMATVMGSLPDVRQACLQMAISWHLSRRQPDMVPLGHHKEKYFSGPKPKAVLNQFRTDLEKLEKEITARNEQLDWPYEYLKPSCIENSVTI
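Hydroperoxide product was detected by ferrous iron/xylenol orange as the 573 to 405 nm absorbance ratio. Arachidonic acid at 40 uM (final) was turned over for 30 min at room temperature by 150 nM human 12hLO, pH 7.0 Hepes buffer, after 15 min compound preincubation.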
D2 agonist: HTS Assay for Allosteric Agonists of the Human D2 Dopamine Receptor: Primary Screen for Agonists. activation, % at 2 µM. HEK293 T-REx D2 cells, calcium flux agonist mode. AID 485358, 2010. D(2) dopamine receptor (Homo sapiens), P14416. 0.53% of 340,000 active;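 active = activation over 3 SD above normal in the single-dose calcium agonist read, cut at about 30% in these data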; note: 0% is about no effect
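HEK293 Trex D2 cells, tetracycline-induced, o/n 30 C 5% CO2; no-wash Ca dye, RT 30–90 min; 10-cycle baseline, 23 nl cpd added, kinetic Ca read 180 s; agonist hits = positive Ca response.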
D2 antag: HTS Assay for Allosteric Antagonists of the Human D2 Dopamine Receptor: Primary Screen for Antagonists. D(2) dopamine receptor (Homo sapiens), P14416. HEK293 TREx D2 cells, calcium flux, dopamine EC80. inhibition, % at 10 µM. 2% of 340,000 active; in the data active = inhibition above about 30%; note: 0% is about no effect
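In this primary screen, negative modulation is detected by tracking calcium flux after an EC80 dopamine challenge in inducible HEK293 T-REx D2 cells preexposed to test compound for 180 s.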
Vif-APOBEC3F blk: qHTS for Inhibitors of Vif-A3F Interactions: qHTS; HeLa A3F-eYFP + Vif (tagged APOBEC3F with the HIV-1 protein that degrades it), YFP fluorescence increase; Potency, µM (series often up to 46.1 µM), for inactives: top-dose activity, negative = active; 0.2% of 390,000 active; AID 602313, 2012; note: potency is the fitted concentration of half-maximal effect; % of control where 0% means no effect; nearly all actives have a fitted effect of over 65% in size
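HeLa cells stably expressing A3F-eYFP plus Vif, plated and incubated overnight at 37 deg C, then exposed to compounds overnight at 37 deg C. Blocked degradation read as raised yellow fluorescence (Ex 488/Em 500-530).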
Vif-A3G inh: qHTS for Inhibitors of Vif-A3G Interactions: qHTS; AID 602310, 2012; Potency, µM (series often up to 46.1 µM), inactives show at the highest dose activity, negative = active, usual class: inhibitors; DNA dC->dU-editing enzyme APOBEC-3G (Homo sapiens), Q9HC16; 0.076% of 410,000 active; HeLa A3G-eYFP + Vif (tagged APOBEC3G with the HIV-1 protein that degrades it), YFP fluorescence, overnight;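 note: potency is the fitted concentration of half-maximal effect; % is set by controls: 0 for no effect and ±100 for the full control effect; nearly all actives have a fitted effect of over 60% in size; hits raise eYFP signal because A3G escapes Vif-driven loss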
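HeLa cells stably expressing Vif and C-terminally eYFP-tagged A3G, seeded overnight at 37 deg C, then exposed to compound by pintool overnight at 37 deg C. Rise in yellow fluorescence (Ex 488/Em 500-530, Acumen) marks blocked Vif-driven A3G degradation.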
Active calls of the source: *; u = inconclusive; x = no result given; & = joins results of further samples; [ ] = another dose, or the depositor's remark. Unless noted, calls come from the whole dose curve; as a rule, active = well fitted curve in the direction sought with a large enough effect; inconclusive = small, poorly fitted or top-dose-only effect, or another doubt; inactive = no such curve, though single readings can be large; an effect the other way counts as inactive or inconclusive. This is a subset; rates above refer to the full screens.

SMILES	LDHA inh	ERG-DNA inh	RGS4 inh	GRP78 ERSR act	ALOX12 inh	D2 agonist	D2 antag	Vif-APOBEC3F blk	Vif-A3G inh
O=C(O)c1ccc(Nc2ncc([N+](=O)[O-])cc2[N+](=O)[O-])cc1	-14	-7%	22%	-6%	u	0.4	-11	-10%	2%
N#Cc1ccc2ccn(CC(=O)N3CCCc4ccccc43)c2c1	6	x	1%	-4%	-17%	-1.4	-7	3%	0%
O=C(COc1ncnc2ccccc12)NCCc1ccccc1	-3	-3%	-14%	-8%	5%	-0.1	15	u	1%
Cc1ccc(-c2nc(C3CCCN(S(=O)(=O)c4ccc(C(C)(C)C)cc4)C3)no2)cc1 (centres undefined)	-8	-16%	11%	-4%	3%[57.4 µM]	1.3	11	1%	2%
CCc1cccc(NC(=O)C2CCN(C(=O)c3cnn(-c4ccccc4)c3-n3cccc3)CC2)c1	-1	2%	-12%	-1%	-23%	0.7	x	5%	3%
O=C(CSc1ccc(C(F)(F)F)cn1)Nc1ccccc1	-1	1%	13%	1%	-10%	0.5	-1	-1%	2%
CCOC(=O)c1ccc(N2C(=O)C=CC2=O)cc1	-3	-6%	u	-14%	x	0.6	-6	13%	-18%
CCc1ccc2nc(SCC(=O)N(CC)CC)c(C#N)cc2c1	-4	-18%	-8%	0%	-11%	-0.6	3	-9%	-1%
COc1ccc(NC(=O)CN(C)C(=O)C(C)Sc2ccccc2)cc1 (centres undefined)	-9	-1%	1%	-3%	460%[activator]	-0.6	-9	-12%	0%
COc1ccccc1N(C(=O)c1snc(C(N)=O)c1N)C(C(=O)NCc1ccccc1)c1ccc(O)cc1 (centres undefined)	-9	1%	-18%	-7%	u	-0.3	4	-13%	-12%
CN(C)S(=O)(=O)c1ccc(C(=O)NCCS(=O)(=O)N2CCN(c3ccc(F)cc3)CC2)cc1	-1	4%	1%	-3%	-5%	1.0	-3	-8%	1%
Cc1ccc2nc(-c3cccc(N)c3)[nH]c2c1	0	1%	-24%	-14%	-18%	0.7	-13	5%	-1%
Cc1ccc(NC(=O)CN(C)C(=O)c2n[nH]c(=O)c3ccccc23)cc1	-3	-2%	16%	0%	4%	2.3	4	-1%	0%
CCOC(=O)/C(C#N)=N/Nc1c(C)n(C)n(-c2ccccc2)c1=O	17	-3%	-42%	-3%	-12%	-0.8	-6	19%	1%
CC(C)N(Cc1ccccc1)C(=O)C1CCCN(c2ncnc3c2nc2n3CCCCC2)C1 (centres undefined)	-1	13%	-18%	-5%	2%	-1.1	38*	-10%	1%
Cc1ccc(-c2nc3cccnc3s2)cc1NC(=O)c1ccco1	-10	x	6%	7%	-15%	x	x	2%	-10%
O=C(CNc1ccc(C(F)(F)F)cc1)Nc1cccc(S(=O)(=O)N2CCCC2)c1	0	-6%	10%	-3%	u	-1.4	-36	-3%	-1%
COc1cc(Br)c(CCNC(=O)Cc2ccccc2)cc1OC	-3	0%	-4%	-5%	-18%	0.6	-18	-10%	0%
CC(=O)Nc1c(O)n(C)c2ccccc12	-7	-5%	12%	-2%	23%	-1.0	-3	-1%	0%
CCOC(=O)CN1C(=O)C2Cc3ccccc3CN2C1=S (centres undefined)	-31*	-4%	3%	1%	u	-0.2	0	-9%	1%
Nc1ccc(S(=O)(=O)N2CCCC2)cc1Cl	-2	8%	13%	-3%	-3%	1.2	-1	-7%	0%
O=C(CC(NS(=O)(=O)c1ccc(Cl)cc1)c1ccco1)NCc1cccnc1 (centres undefined)	2	14%	-3%	-1%	0%	0.9	-9	0%	-15%
O=C1CC(N2CCN(c3ccccc3)CC2)C(=O)N1c1cccc(Cl)c1 (centres undefined)	1	2%	16%	-4%	1%	-0.9	-7	1%	-1%
Cn1c(=O)c2c(nc(N3CCNCC3)n2Cc2cccc3ccccc23)n(C)c1=O	-2	3%	2%	-3%	x	0.7	-8	6%	-1%
O=C(NCC1COc2ccccc2O1)c1cccc(S(=O)(=O)NCc2ccccc2)c1 (centres undefined)	-5	-2%	u	-3%	u	1.1	-9	9%	1%

Carrying on:
SMILES	LDHA inh	ERG-DNA inh	RGS4 inh	GRP78 ERSR act	ALOX12 inh	D2 agonist	D2 antag	Vif-APOBEC3F blk	Vif-A3G inh
Cc1cccc(OCc2nnc(SCC(=O)O)n2-c2ccccc2)c1	-5	5%	16%	-4%	0%	-0.3	-3	-4%	2%
COc1ccccc1N1CCN(C(c2ccc(C)cc2)c2nnnn2C(C)C)CC1 (centres undefined)	2	-2%	-4%	-6%	34%	-0.1	6	-11%	-2%
Cc1cccc(/C=C/C(=O)c2cc(Br)ccc(=O)c2O)c1	14	6%	-117%	-15%	u	0.0	-10	-2%	-30%
O=C(COC(=O)C1CC1)NCCc1ccccc1	-5	4%	-8%	-2%	9%	x	x	9%	-4%
CC1(C)Cc2ccccc2-c2nnc(-c3ccc4ccccc4n3)n21	-6	-5%	16%	4%	3%	0.4	0	0%	0%
CC(C)(C)NC(=O)NCC1CCCC1NC(=O)NC(C)(C)C (centres undefined)	1	16%	4%	-2%	7%	x	x	-13%	-1%
O=C(COc1ccc(/C=C\[N+](=O)[O-])cc1)N1CCOCC1	3	-16%	u	-2%	21%	3.3	3	-6%	-1%
O=c1c2ccccc2ncn1-c1cccc([N+](=O)[O-])c1	-1	1%	-16%	-6%	0%	x	x	-1%	1%
COc1ccc(C(Nc2cccc([N+](=O)[O-])c2)P(=O)(OC(C)C)OC(C)C)cc1 (centres undefined)	0	0%	6%	-5%	0%	x	x	2%	-2%
Cc1ccc(Cl)cc1NC(=O)C1C2CCC(O2)C1C(=O)O (centres undefined)	-4	-1%	11%	-1%	-16%	-0.2	0	-4%	1%
Cc1ccnc(NS(=O)(=O)c2ccc(N=CC3=C(O)CC(C)(C)CC3=O)cc2)n1	-9	-8%	34%	-4%	u	1.5	-8	0%	2%
CCOc1ccc(C2c3c(oc4cc(C)c(C)cc4c3=O)C(=O)N2CCCN2CCOCC2)cc1 (centres undefined)	-2	10%	-16%	-6%	-23%	-1.3	4	-4%	-3%
CC(C)(C)c1ccc(CC(=O)N2CCC2(C)C(=O)NS(=O)(=O)c2cccc(Cl)c2)cc1 (centres undefined)	-18	x	x	-5%	u	x	x	x	-2%
CCOC(=O)CC1COCCN1Cc1cn(C)nc1-c1ccccc1F (centres undefined)	-10	-4%	33%	-1%	2%	0.5	-9	-5%	-4%
COc1ccc(NC(=O)N(C)C[C@@H]2OCc3cn(nn3)CCCC(=O)N([C@@H](C)CO)C[C@H]2C)cc1	u	x	x	-2%	x	x	x	-3%	-1%
COc1ccc(/C=C2\Oc3cc(OCC(=O)N4CC(O)C[C@H]4C(=O)O)ccc3C2=O)c(OC)c1OC (some centres undefined)	-7	5%	-11%	-2%	u	-1.6	-2	-3%	2%
Cc1ccc(NC(=O)N(CCCN2CCOCC2)Cc2cccnc2)cc1C	-3	7%	1%	-3%	u	-1.7	-2	-5%	0%
CCN(C(=O)Cn1c(=O)oc2ccccc21)c1cccc(C(F)(F)F)c1	-4	5%	-30%	-1%	0%	0.1	-24	-3%	3%
CCCCNC(=O)c1cn(C)c2ccc(S(=O)(=O)N3CCCC3)cc2c1=O	-1&-1	8%&-1%	-8%&-16%	-7%&2%	1%&-3%	-2.2&-0.4	-10	-16%&1%	0%&5%
COc1cc(SC)ccc1C(=O)Nc1nc2ccccc2[nH]1	-3	13%	-11%	-19%	18%	0.9	34*	0%	-1%
COc1cccc(CNC(=O)CCNS(=O)(=O)c2cccc3nsnc23)c1	-11&-3	3%&2%	31%&27%	-5%&7%	-13%&-13%	-0.2&-1.0	11	0%&4%	1%&-2%
c1ccc(CCc2nn3c(Cn4nnc5ccccc54)nnc3s2)cc1	-4	-4%	-30%	-4%	-9%	-0.2	-7	0%	0%
CSCCC(NC(=O)COc1ccccc1)C(=O)N1CCN(c2ccccc2F)CC1 (centres undefined)	1	-1%	-12%	1%	-27%	0.4	-13	0%	-1%
COc1cc(C2NC(=S)NC(c3ccccc3)=C2C(C)=O)cc(Br)c1OCC(N)=O (centres undefined)	-4	8%	-50%	-2%	-26%	-0.4	-1	0%	-3%
CCOc1ccc(NC(=O)CSc2nnc(Cc3ccccc3)c(=O)n2N)cc1	0	12%	-26%	-5%	5%	0.3	-13	-8%	0%
CNc1c([N+](=O)[O-])cnn1-c1cccc(Cl)n1	-8	1%	1%	-3%	-1%	0.9	-5	-4%	1%
O=C(Nc1ccc(S(=O)(=O)N2CCCCC2)cc1)C1CC(=O)N(c2ccc(F)cc2)C1 (centres undefined)	-5	-6%	-4%	-3%	-4%	-0.2	-3	-6%	-2%

Source: PubChem (National Center for Advancing Translational Sciences (NCATS))
